Assay outcomes as filed in PubChem.
DT40 TDP1 CPT = growth inhibition of DT40 Tdp1-/-;hTDP1 cells with camptothecin (screen for TDP1 inhibitors). chicken DT40 Tdp1-/-;hTDP1 cells + 20 nM CPT, ATP luminescence, 48 h. Potency, µM (series often up to 46.2 µM), inactives show top-dose activity change, negative = growth inhibition, hits mostly inhibitors. 420,000 tested, 12% active. AID 686979; further: nearly all actives have a fitted effect of over 55% in size
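Chicken DT40 Tdp1-/- cells complemented with human TDP1, 400 cells/well, exposed to compounds plus 20 nM camptothecin for at least 48 h at 37 C; viability read as ATP content by CellTiter-Glo luminescence.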
GCN5L2 inh = blocks human GCN5L2 histone acetyltransferase; 390,000 tested, 0.21% active; Potency, µM (doses to about 58.9 µM), inactives show top-dose activity change, negative = inhibition, most hits filed as inhibitors; Q92830; GCN5L2 HAT assay, ThioGlo1 CoA-SH fluorescence
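qHTS, 1536-well. 20nM enzyme, pH 7.5 HEPES/EDTA/Tween-20 buffer; 15 min compound preinc., RT. Start: 75uM H3(1-25), 70uM AcCoA, 50uM ThioGlo1. Read Ex340/Em540 at t=0 (autofluorescence flag) and t=20 min.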
FEN1 inh = inhibitors of human flap endonuclease 1. P39748. Recombinant FEN1 flap cleavage, fluorescence, 15 min. Potency, µM (top dose mostly 114 µM), for the others: at the top dose activity change, negative = inhibition, actives largely listed as inhibitors. 390,000 tested, 0.35% active. AID 588795; further: nearly all actives have a fitted effect of over 65% in size
Target sequence (P39748 whole entry, looked up): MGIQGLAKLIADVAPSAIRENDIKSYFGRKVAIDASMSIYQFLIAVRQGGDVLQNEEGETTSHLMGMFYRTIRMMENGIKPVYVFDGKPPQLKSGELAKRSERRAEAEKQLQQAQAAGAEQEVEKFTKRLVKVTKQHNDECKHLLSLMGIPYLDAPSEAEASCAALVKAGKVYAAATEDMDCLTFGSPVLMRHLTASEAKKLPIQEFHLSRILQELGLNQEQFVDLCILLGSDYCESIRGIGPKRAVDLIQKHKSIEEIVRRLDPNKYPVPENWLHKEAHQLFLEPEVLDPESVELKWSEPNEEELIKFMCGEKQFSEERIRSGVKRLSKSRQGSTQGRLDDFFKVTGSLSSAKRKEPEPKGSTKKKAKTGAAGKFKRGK
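Reaction started by adding substrate (50 nM final) to 10 nM enzyme after 15 min room-temperature compound preincubation. Reads at 0 and 15 min, with data normalized and fitted to a four-parameter Hill equation.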
Active calls of the source: *; ? = inconclusive; / = no result given; & = joins results of further samples. The call rests on the fitted dose curve; in most records, active means well fitted curve in the direction sought with a large enough effect; inconclusive means small, poorly fitted or top-dose-only effect, or another doubt; inactive means no such curve, though single readings can be large; an effect the other way counts as inactive or inconclusive. On the % scale 0 is the no-effect control and ±100 the full control effect; potency means the concentration at half of the fitted maximal effect. This is a subset (hit frequency here may not be typical).

SMILES	DT40 TDP1 CPT	GCN5L2 inh	FEN1 inh
C=CCCC1CN(CCCC)S(=O)(=O)c2c(F)cccc2O1 (stereo not given)	?	/	?
Cc1cc(C)c2cccnc2c1O	1.3µM*	/	-14%
CCCCNC(=O)N(O)C1N(/N=C/c2cccs2)C(=S)SC1(C)C (stereo not given)	?	-18%	-6%
Cc1cc(C)cc(C(=O)Nc2cccc(NC(=O)c3ccco3)c2)c1	?	-14%	-6%
O=C(NC1CCS(=O)(=O)C1)C1CCCC1 (stereo not given)	5%	-5%	0%
S=c1[nH]nc(-c2cccs2)n1/N=C/c1cn(-c2ccccc2)nc1-c1ccccc1	0%	-7%	-19%
COC(=O)c1ccc(-n2c(CCC(=O)O)ccc2-c2ccc(C)cc2)cc1	-12%&-19%	2%&-9%	-16%&-11%
COc1ccccc1NC(=O)c1ccc(NC2=NC3CS(=O)(=O)CC3S2)cc1 (stereo not given)	11%	-2%	-14%
CCOc1ccc(S(=O)(=O)Nc2ccccc2SC)c2cccnc12	?	-4%	5%
O=C(Nc1cccc(-c2ccccc2)c1)N1CCN(C(=O)Nc2cccc(-c3ccccc3)c2)CC1	-11%	35µM*	-4%
COc1ccccc1C(C(=O)NCc1ccc(F)cc1)N(C(=O)c1csnn1)C1CC1 (stereo not given)	-16%	-3%	0%
COc1ccc(C)cc1S(=O)(=O)Nc1cccc(Cl)c1Cl	-11%	-7%	-4%
COc1cc2c(cc1OC(C)=O)CCCCC2=O	-9%	/	0%
COc1ccc(-c2nnn(CC(=O)N3CCN(c4ccccc4OC)CC3)n2)cc1	?	-2%	-8%
CNC(=O)c1ncoc1-c1ccc(Cl)cc1	-16%	-6%	0%
COc1ccc(CCNC(=O)COc2cccc3c2OC(C)(C)C3)cc1OC	?	1%	4%
CC1CCN(C(=O)CSc2nnc(CNC(=O)c3ccc(S(=O)(=O)N(C)C)cc3)o2)CC1	?	-5%	-1%
Cc1cc(C)nc(N(C#N)Cc2ccc(Cl)cc2)n1	16%	1%	-13%
Cc1nc2c(ccc3c([N+](=O)[O-])cccc32)c(C)c1C	-20%	-3%	2%
CCCc1cc(=O)[nH]c(SCC(=O)c2cc(C)n(CCOC)c2C)n1	1%	-2%	-1%

Given comma-delimited: twelve of the compounds above.
mol,DT40 TDP1 CPT,GCN5L2 inh,FEN1 inh
C=CCCC1CN(CCCC)S(=O)(=O)c2c(F)cccc2O1 (stereo not given),?,/,?
Cc1cc(C)c2cccnc2c1O,1.3µM*,/,-14%
CCCCNC(=O)N(O)C1N(/N=C/c2cccs2)C(=S)SC1(C)C (stereo not given),?,-18%,-6%
Cc1cc(C)cc(C(=O)Nc2cccc(NC(=O)c3ccco3)c2)c1,?,-14%,-6%
O=C(NC1CCS(=O)(=O)C1)C1CCCC1 (stereo not given),5%,-5%,0%
S=c1[nH]nc(-c2cccs2)n1/N=C/c1cn(-c2ccccc2)nc1-c1ccccc1,0%,-7%,-19%
COC(=O)c1ccc(-n2c(CCC(=O)O)ccc2-c2ccc(C)cc2)cc1,-12%&-19%,2%&-9%,-16%&-11%
COc1ccccc1NC(=O)c1ccc(NC2=NC3CS(=O)(=O)CC3S2)cc1 (stereo not given),11%,-2%,-14%
CCOc1ccc(S(=O)(=O)Nc2ccccc2SC)c2cccnc12,?,-4%,5%
O=C(Nc1cccc(-c2ccccc2)c1)N1CCN(C(=O)Nc2cccc(-c3ccccc3)c2)CC1,-11%,35µM*,-4%
COc1ccccc1C(C(=O)NCc1ccc(F)cc1)N(C(=O)c1csnn1)C1CC1 (stereo not given),-16%,-3%,0%
COc1ccc(C)cc1S(=O)(=O)Nc1cccc(Cl)c1Cl,-11%,-7%,-4%

Later entries
SMILES	DT40 TDP1 CPT	GCN5L2 inh	FEN1 inh
COc1cccc2c1cc1c(=O)n(CC(=O)NC3CC3)nc(C)n12	8%	-1%	-8%
C/C(=N/NC(=O)c1ccc(C)s1)c1cccc(NC(=O)COc2ccc(Cl)cc2C)c1	?	-15%	-9%
Cc1ccc(-c2nn(C)c(=O)c3ccccc23)cc1CNC(=O)CSc1nc2ccccc2o1	?	-10%	6%
COC(=O)C1(CC2CC(c3cccc(Br)c3)=NO2)CCN(C(=O)OC(C)(C)C)CC1 (stereo not given)	?	-20%	-24%
CCN(Cc1ccc(NC(C)=O)cc1)CC1CCCN(CCc2cccc(F)c2)C1 (stereo not given)	-19%	-2%	-10%
CCOc1ccc(NC(=O)NC2CC(=O)N(c3ccc(OC)cc3)C2)cc1 (stereo not given)	18%	-10%	0%
OCCn1nc(-c2ccccc2)cc1-c1ccccc1	-24%	-1%	-8%
COc1ccc(-c2ccc(OC)c([C@H]3[C@H]4C=CC[C@@H](C)[C@@H]4C(=O)N3Cc3ccccc3)c2)cc1OC	?	-10%	-27%
C[C@@H]1CC[C@]2(C(=O)O[C@@H]3O[C@H](CO)[C@@H](O)[C@H](O)[C@H]3O)CC[C@]3(C)C(=CCC4[C@@]5(C)C[C@@H](O)[C@H](O)[C@@](C)(C(=O)O[C@@H]6[C@H](O)C[C@@]7(C)C(CC[C@]8(C)C7CC=C7[C@H]9[C@](C(=O)O[C@@H]%10O[C@H](CO)[C@@H](O)[C@H](O)[C@H]%10O)(CC[C@@H](C)[C@@]9(C)O)CC[C@]78C)[C@@]6(CO)C(=O)O)C5CC[C@]43C)[C@@H]2[C@]1(C)O (stereo not given in full)	12%	1%	9%
CCCCCCc1ccc(OCC(=O)OC)cc1OCC(=O)OC	5%	-3%	-5%
CCOc1cc(/C=C2\SC(=S)N(Nc3ccccc3)C2=O)ccc1O	?	-11%	?
COc1ccc(N2C(=O)C(CC(=O)Nc3ccc(Cl)cc3)N(Cc3ccc4c(c3)OCO4)C2=O)cc1 (stereo not given)	?	-3%	-17%
COc1ccc(CN(Cc2nc3ccccc3c(=O)[nH]2)C(=O)c2ccco2)cc1	1%	-2%	13%
CNC(=O)c1sc(=S)n(-c2ccc(OC)cc2)c1N	-27%	-3%	7%
CC(=O)N1CCOc2ccc(S(=O)(=O)NC(C)c3ccccc3)cc21 (stereo not given)	-6%	1%	-9%
CCN(CC)CCOC(=O)c1ccc2c(c1)OCCO2	-14%	1%	0%
CCC(C)(C)NC(=O)CCCSc1nc2ccccc2s1	?	-7%	-13%
O=C(Cn1c(=O)c2c(ncn2Cc2ccccc2)n(Cc2ccccc2)c1=O)N1CCCC1	?	2%	6%
Nc1nc2ccccc2n1/N=C/c1ccc(-c2ccccc2)o1	?	-3%	-3%
COC(=O)c1cc(C(=O)Nc2cccc(C)n2)cc([N+](=O)[O-])c1	-15%	-4%	-7%
COc1ccc(-c2cc(C(F)(F)F)n3nc(C(=O)OC(C)C)cc3n2)cc1	23µM*	?	16%
CCC(=O)OCC(=O)c1c(N)n(Cc2ccccc2)c(=O)n(C)c1=O	-25%	-1%	-4%
COC(=O)CNC(c1ccccc1)c1cc(C)ccc1NC(=O)CNC(=O)OCc1ccccc1 (stereo not given)	?	-3%	-11%
COCCNC(C)C(=O)Nc1ccc(Br)cc1 (stereo not given)	-17%	-4%	-6%
O=C(Nc1ccc(S(=O)(=O)NC2=NCCCCC2)cc1)c1cccs1	-25%	-2%	-13%
COc1ccc(C)cc1Nc1n[n+](-c2ccccc2)c(-c2ccc(OC)c(OC)c2OC)s1	16µM*	-2%	-22%
CCN1CCN(C(=O)c2ccc(N3CC4CC(C3)c3cccc(=O)n3C4)c([N+](=O)[O-])c2)CC1 (stereo not given)	4%	-12%	10%
COc1ccc(S(=O)(=O)N2CCCC(C(=O)N3CCN(C)CC3)C2)cc1Cl (stereo not given)	-18%	3%	4%
CSc1ccc(CCNC(=O)CS(=O)(=O)Cc2nc(-c3ccccc3F)oc2C)cc1	-1%	-23%	2%
CC1(C)O[C@@H]2C[C@H]3[C@@H]4C[C@H](F)C5=CC(=O)C=C[C@]5(C)[C@H]4[C@@H](O)C[C@]3(C)[C@]2(C(=O)CO)O1	?	-19%	-9%
Cc1ccc(C2Nc3ccccc3C(=O)N2CCN2CCNC2=O)cc1 (stereo not given)	-2%	-13%	4%
Cc1cc(C)cc(OCC(=O)OCc2nnc(-c3ccccc3)o2)c1	-3%	-11%	-18%
Cc1ccc(C(=O)OCC(=O)N(C)c2ccccc2)c(C)c1	9%	-1%	-10%
N#C/C(=C(/O)COC(=O)CCc1ccc(S(=O)(=O)N2CCOCC2)cc1)c1nc2ccccc2[nH]1	16µM*	-12%	5%
CC(C)n1c(NCc2ccc(Cl)cc2)nc2ccccc21	?	-7%	0%
O=C(COC(=O)CNC(=O)C1CCCCC1)Nc1ccc(Cl)cn1	-6%	0%	1%
O=C1c2ccccc2-c2c1cccc2C(=O)N(CCO)CCO	-5%	-11%	-16%
O=C(NCCC(=O)N1CCCCC1)c1ccccc1Cl	-11%	-13%	-2%
O=C(c1ccc2c(c1)N(Cc1ccccc1)CCS2)N1CCCCC1	-30%	-17%	-10%
CCC(=O)Oc1ccc2ccccc2c1CNC(=O)c1ccccc1	?	2%	-5%
O=C(CN1CCCCCC1)N1c2ccccc2Sc2ccc(C(F)(F)F)cc21	?	-4%	6%
CC1=NN(c2ccc(C)cc2)C(=O)/C1=C/c1ccc(-c2cc([N+](=O)[O-])ccc2O)o1	1%	-17%	-19%
Cn1nnnc1SCC(=O)NCCc1ccc(Cl)cc1	0%	-1%	-5%
CS(=O)(=O)NCCNC(=O)c1cc(OCC(F)(F)F)ccc1OCC(F)(F)F	2%	-1%	8%
Cc1ccc(NN=C2C(=O)OC(C)(C)OC2=O)c(C)c1	1%	-2%	-5%
COc1ccc2sc(-c3ccccc3OC)c(C#Cc3cncn3C)c2c1	?	-8%	1%
Clc1ccc(C2=NCCn3nc4ccccc4c32)cc1	?	-6%	-17%
COc1ccc(NC(=O)CN(C)C(=O)c2ccccc2Sc2ncnc3sc(C)c(C)c23)cc1	?	-25%	4%
O=c1c2cc(N3CCOCC3)ccc2[nH]c(=S)n1Cc1ccccc1Cl	-6%	-9%	0%
Clc1ccc(-c2ccnc3nc(N4CCOCC4)nn23)c(Cl)c1	1%	/	1%
Cc1cc(C(=O)NN=C2CC(=O)CC(C)(C)C2)c(C)o1	0%	-2%	9%
FC(F)(F)c1nc2ccccc2n1CCNc1nc(CN2CCCCC2)cs1	5%	1%	?
CCCC(C(=O)NC(C)(C)C)N(Cc1ccccc1Cl)C(=O)c1snc(C(N)=O)c1N (stereo not given)	?	-10%	-5%
Cc1ccnc(NC(=O)c2cccc(NC(=O)c3ccc(Cl)cc3)c2)c1	?	/	4%
O=C(Cc1ccc(-n2c(=O)c3ccccc3n(Cc3ccccc3Cl)c2=O)cc1)NCC1CCCO1 (stereo not given)	?	-11%	-7%
Cc1nc2ccc(C(=O)N3CCSCC3)cc2s1	9%	-13%	11%
Cc1cc(NC(=O)CSc2ccc3nnc(-c4cccc(F)c4)n3n2)no1	-22%	-1%	-1%
CCOc1ccc(C=Nc2cccc3ncccc23)cc1	-5%	-2%	12%
CCOc1cc(/C=N/NC(=O)CCc2n[nH]c(=O)[nH]c2=O)ccc1O	0%	0%	10%
O=C(NCc1ccco1)c1cc(-c2ccco2)on1	23µM*	2%	-5%

Continuation.
SMILES	DT40 TDP1 CPT	GCN5L2 inh	FEN1 inh
COc1cccc(NC(=O)CSC2=Nc3ccccc3C3=NC(CC(=O)NCc4cccs4)C(=O)N23)c1 (stereo not given)	10µM*	-7%	15%
Cc1ccc2c3c1C(=O)C(=O)N3C(C)(C)CC2C (stereo not given)	?	-3%	1%
O=C(CN1CCOCC1)Nc1ccc([N+](=O)[O-])cc1	-6%	?	18%
Cc1c(Cl)cccc1NC(=O)CSc1ncnc2c1cnn2CCO	5%	-1%	18%
Cc1ccccc1-n1c(SCC(=O)NC(N)=O)nc2sc(-c3ccccc3)cc2c1=O	?	1%	-3%
Cc1ccc(NC(=O)CSc2nc3c(oc4ccccc43)c(=O)n2-c2ccc(F)cc2)c(C)c1	-22%	-3%	0%
O=C1C=C(NCc2ccncc2)CC(c2ccccc2)C1 (stereo not given)	-14%	3%	3%
CCOc1c(/C=C(\C#N)C(N)=O)c2ccccc2n1CC	?	-6%	-1%
Nc1c(Cl)cc2c(c1Oc1ccccc1)C(=O)c1ccccc1C2=O	-14%	-8%	-30%
O=C(CCc1nc(-c2ccccc2F)no1)NCCN1CCc2ccccc2C1	-19%	1%	-5%
CCOC(=O)c1c(C(C)(C)C)oc2ccc(OCC#N)cc12	?	-12%	-10%
O=C(CNC1=NCCC1)c1ccc(Cl)cc1	6%	10%	-2%
CCCOc1ccc(N2C(=O)CC(SCCN)C2=O)cc1 (stereo not given)	-15%	-1%	-7%
O=C(OCc1cccc(C(F)(F)F)c1)c1ccc(-c2nnn(Cc3ccc(F)cc3)n2)cc1	-8%	-10%	17%
